# Screening results as filed in PubChem BioAssay.
# Insulin prom up = MIN6 insulin promoter up-regulation | z-score at 5 µM | actives 0.3% (n = 190,000) | AID 1625 | MIN6 insulin promoter-GFP reporter, high-content imaging; active compounds read high;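 active means z-score above 3 at 5 µM with at least 500 cells counted in the well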
# Dynein cargo inh = blocks dynein driven cargo transport along microtubules. actives 0.47% (n = 220,000). z-score, hits read low. 3617.4 mouse cells, GR-EGFP nuclear translocation imaging; test concentration mostly 20 µM; stimulated with dexamethasone, 1 µM; active compounds read low. AID 1381;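 active means plate z-score of nuclear minus cytoplasmic receptor signal below a set negative limit, without overly bright fluorescence or cell loss, cut at about -3.5 in these data, passing the limit was not always enough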;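 further: z-score of nuclear minus cytoplasmic ring GR-EGFP intensity difference per well; some compounds called inactive have numbers as strong as hits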
#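 Buffer or medium: tet-free, stripped-serum medium; Also added: dexamethasone, 1.0 µM final; Technique: high-content fluorescence imaging after fixation; Times: 48 h induction, 1 h compound, 30 min dex at 37 °C; Read-out: per-cell GR-EGFP intensity, nucleus versus surrounding cytoplasmic ring, well-averaged.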
# T cell HTS = T cell immune modulation candidate | AID 2052 | 2C CD8+ T cell-vesicle binding, flow cytometry; active compounds read low | actives 0.068% (n = 330,000) | calls only at 7 µM;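 active means response, share of CD8 T cells binding vesicles, and their 90th percentile fluorescence all below set limits, cut at about 80% in these data, passing the limit was not always enough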
#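 Incubation: binding step 1.5 h, 37 °C, antibody labelling 20 min, ice; system: murine 2C transgenic CD8+ T lymphocytes; technique: cytometric PE anti-B7-1 and Alexa647 anti-CD8 signals after 1% paraformaldehyde fixation; also added: QL9-charged Drosophila Ld/ICAM-1/B7-1 vesicles; control set: naked versus QL9-loaded vesicles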
# Hep lipid drop = hepatic lipid droplet formation modulation; AML12 mouse hepatocytes, oleate lipid droplets, BODIPY imaging; inhibition, % at 6.5 µM; actives 0.4% (n = 240,000); AID 1656;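 active means lipid droplet intensity inhibited by at least 50%, with more than 500 cells counted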
#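 Technique: fluorescence imaging, 20x objective, two fields per well / Assay system: AML12 hepatocytes (mouse) / Measure: % inhibition of lipid droplet signal / Doses: 6.5 µM single-point dosing / Incubation: overnight exposure / Reagent: 100 µM oleic acid challenge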
# TNAP activation fold = stimulation of alkaline phosphatase TNAP activity – biochemical, luminescent, no phosphate acceptor, uHTS, primary screen (AID 1001); purified TNAP, luminescent activation assay, no phosphate acceptor; higher activation fold means a stronger effect; activation fold at 20 µM; hits with a dose series show EC50 in µM; actives 0.03% (n = 200,000); in the data active means activation fold from about 3, or a potency from the dose series; inactive means the rest, 99 in 100 with activation fold below about 1.6; further: many of its hits are not listed in these tables
# MT stabilizer = microtubule stabilizers in HeLa cells; HeLa tubulin immunostaining HCS, 24 h; share of cells brighter than vehicle mean+2SD; % tubulin-high responders, % at 10 µM; actives 0.83% (n = 200,000);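 active means plate Z-score above 3 for both tubulin-high and condensed-nucleus cell shares, with cell loss under 80%, at 10 µM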;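 further: anti alpha tubulin signal scored within the nucleus-defined area of each cell; some results filed as inactive read as strong as hits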
# bCat nuc transl = modulators of beta-catenin nuclear translocation. HeLa beta-catenin nuclear translocation, immunofluorescence imaging. nuclear translocation activity, % at 5 µM. actives 0.3% (n = 190,000);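 active means nuclear translocation activity above 50% at 5 µM, with a well cell count of 50 or more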;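 further: per-cell ratio of nuclear to cytoplasmic median beta-catenin stain intensity; plate controls were DMSO negative control for no effect and GSK-3 inhibitor IX positive control for full effect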
#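 Test system: human HeLa cells, endogenous beta-catenin. Times: 24 h compound exposure, 37°C. Measured by: beta-catenin immunofluorescence imaging with DAPI.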
# Myeloid diff MLP = myeloid differentiation induction | ER-HoxA9 myeloid progenitors, lysozyme-GFP differentiation, flow cytometry | calls only at 10 µM | actives 1% (n = 360,000) | AID 624256;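 active means normalized GFP-positive differentiation at or above the plate's own cutoff, the solvent-only control mean plus 3 SD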;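 further: cells exposed to compound for four days before flow analysis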
# PMI inhibitors = MPI enzyme activity inhibition – biochemical, fluorescence intensity, coupled assay, primary screen (AID 1209) | inhibition, % at 20 µM; hits with a dose series show IC50 in µM | purified PMI enzyme, coupled fluorescence intensity; higher % means a stronger effect | actives 0.42% (n = 190,000); in the data active means inhibition above about 50%;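 further: plate controls were DMSO vehicle for no effect and wells lacking substrate for full effect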
# Dynein cargo inh cytoplasmic EGFP = second read-out of Dynein cargo inh, no call of its own (marks repeat the call); z-score; measured here: cytoplasmic GR-EGFP intensity; active compounds read high
# Dynein cargo inh nuclear GR-EGFP = recorded beside Dynein cargo inh, whose call it bears; z-score; measured here: nuclear GR-EGFP intensity;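 lower value marks the stronger effect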
# Dynein cargo inh cell count = recorded beside Dynein cargo inh, whose call it bears; z-score; measured here: cell count per field
# Insulin prom up cell count = second read-out of Insulin prom up, no call of its own (marks repeat the call); cell count; measured here: cytotoxicity, nuclei count;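 total cells summed across four imaged fields per well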
# Hep lipid drop cells 6.5 µM = also measured in Hep lipid drop; calls as there; cell count; measured here: cell count, cytotoxicity flag;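 cells counted across two imaged fields per well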
# bCat nuc transl cell count 5 µM = further read-out of bCat nuc transl, marked with its call; cell count; measured here: cell count, cytotoxicity flag
# T cell HTS vesicle-bound % = recorded beside T cell HTS, whose call it bears; double positive events, %; measured here: CD8+ vesicle-bound cell fraction;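 binding gate set so that unloaded-vesicle control wells show 10% double positive cells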
# MT stabilizer Hoechst-high % = recorded beside MT stabilizer, whose call it bears; % Hoechst-high responders; measured here: nuclear condensation Hoechst responders;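 share of cells brighter than vehicle mean plus two SD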
# MT stabilizer cytotoxicity % = also measured in MT stabilizer; calls as there; toxicity, %; measured here: cytotoxicity by cell density;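 0% = mean cell density of plate MIN control wells and 100% = no cells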
# Myeloid diff MLP GFP+ MAC1+ % = further read-out of Myeloid diff MLP, marked with its call; GFP+ MAC1+ double positive, %; measured here: differentiation confirmed by MAC1 staining
# Numbers without * were called inactive; i = inactive; x = not tested or not shown. Rows are unselected; about 3% have a hit in one of these screens.
SMILES,Insulin prom up,Insulin prom up cell count,Dynein cargo inh,Dynein cargo inh cytoplasmic EGFP,Dynein cargo inh nuclear GR-EGFP,Dynein cargo inh cell count,T cell HTS,T cell HTS vesicle-bound %,Hep lipid drop,Hep lipid drop cells 6.5 µM,TNAP activation fold,MT stabilizer,MT stabilizer Hoechst-high %,MT stabilizer cytotoxicity %,bCat nuc transl,bCat nuc transl cell count 5 µM,Myeloid diff MLP,Myeloid diff MLP GFP+ MAC1+ %,PMI inhibitors
O=S(=O)(Cc1ccc(Cl)cc1)Nc1ccc(Cl)cn1,-0.09,1382,-0.43,-0.16,0.044,-0.25,i,43,-6,651,1.1,3.0,1.7,1.1,-0.7,983,i,0.3,-15%
CC(C)(C)c1ccc(NC(=O)Nc2ccc(OCC(=O)N3CCOCC3)cc2)cc1,0.83,1251,-0.68,0.13,-0.1,0.66,i,53,18,700,1.4,1.7,1.4,6.6,-0.2,1083,i,0.9,5%
C#CCNC(=O)C1=C[C@@H](c2cn(C(C)=O)c3ccccc23)C[C@@H](OCCCCO)O1,-0.55,1359,-0.52,-0.22,0.052,0.25,i,26,2,727,1.1,1.8,1.4,6.4,-2.4,1168,i,1.1,10%
CCOc1ccc2c(c1)-c1c(ssc1=S)C(C)(C)N2,x,x,-0.2,-0.27,-0.076,0.95,i,5,20,727,0.8,4.8,4.2,2.3,0.8,1090,i,5.8,11%
CCn1c(Cc2ccccc2)n[nH]c1=S,0.9,879,-0.78,-0.8,-0.64,0.21,i,45,-12,625,x,x,x,x,1.8,1262,i,0.2,x
Cc1scc(C(=O)NNC(=O)CCC(=O)O)c1C,-0.06,1469,-0.58,-0.37,-0.41,1,i,56,13,716,1.1,3.4,1.7,12,0.0,1067,i,0.2,-3%
O=C(O)COc1ccc(C(=O)Cc2ccc3c(c2)OCCCO3)c(O)c1,-0.1,1198,-0.21,-0.3,-0.015,0.31,i,8,x,x,1,4.8,2.8,2.6,2.8,831,i,4.5,-4%
COc1ccc(C2=NO[C@@H]3[C@@H]4C[C@@H]([C@H]5C(=O)N(c6ccc7c(c6)OCO7)C(=O)[C@@H]45)[C@H]23)cc1OC,0.16,1419,-0.28,-0.2,0.23,0.3,i,45,-21,576,1.2,5.7,3.1,6.2,-0.8,1150,i,0.3,11%
COc1ccc(/C=C/C(=O)OCC(=O)c2c(C)[nH]c3ccccc23)cc1OC,-0.79,1186,0.84,-0.26,0.081,-0.56,i,57,-3,633,1,3.2,4.7,7.6,0.7,486,i,0.2,18%
Cc1nc2sc(C(c3cccc(F)c3)N3CCOCC3)c(O)n2n1 (stereo not drawn),-0.32,1201,1.6,-0.21,0.71,-0.32,i,25,-6,706,1,3.7,2.8,7.7,x,x,i,2.1,-1%

# The list goes on, overlapping the part above by two compounds.
SMILES,Insulin prom up,Insulin prom up cell count,Dynein cargo inh,Dynein cargo inh cytoplasmic EGFP,Dynein cargo inh nuclear GR-EGFP,Dynein cargo inh cell count,T cell HTS,T cell HTS vesicle-bound %,Hep lipid drop,Hep lipid drop cells 6.5 µM,TNAP activation fold,MT stabilizer,MT stabilizer Hoechst-high %,MT stabilizer cytotoxicity %,bCat nuc transl,bCat nuc transl cell count 5 µM,Myeloid diff MLP,Myeloid diff MLP GFP+ MAC1+ %,PMI inhibitors
COc1ccc(/C=C/C(=O)OCC(=O)c2c(C)[nH]c3ccccc23)cc1OC,-0.79,1186,0.84,-0.26,0.081,-0.56,i,57,-3,633,1,3.2,4.7,7.6,0.7,486,i,0.2,18%
Cc1nc2sc(C(c3cccc(F)c3)N3CCOCC3)c(O)n2n1 (stereo not drawn),-0.32,1201,1.6,-0.21,0.71,-0.32,i,25,-6,706,1,3.7,2.8,7.7,x,x,i,2.1,-1%
CCOC(=O)c1[nH]c2ccccc2c1NC(=O)C(CC)CC,1.3,994,1.2,-0.16,0.83,-0.17,i,35,x,x,1.1,2.3,2.7,5.8,-2.1,1166,i,3.8,9%
O=C(c1cccnc1)N1CCN(S(=O)(=O)c2ccc(Cl)cc2)CC1,0.07,1093,-0.47,-0.21,-0.3,0.8,i,47,-8,766,1,3.4,2.3,7.6,-0.7,950,i,0.4,-8%
COC(=O)N/N=C/c1ccc(-c2ccccc2Cl)o1,0,1053,-1.7,-0.25,-0.29,1.2,i,31,-12,669,x,x,x,x,2.0,1217,i,0.2,x
CCOC(=O)CSC1=Nc2ccccc2C2=NC(CC(=O)NCc3cccs3)C(=O)N12 (stereo not drawn),1.2,1224,1.1,-0.15,0.97,-0.99,i,16,-7,669,1,2.3,1.7,3.9,x,x,i,0.8,7%
CCCNC(=O)COC(=O)c1ccc(-c2ccccc2)cc1,0.12,1307,-0.57,-0.35,-0.18,0.017,i,57,18,715,1.1,2.4,2.8,7.1,1.8,1112,i,0.3,-1%
COc1ccc(CCNC(=O)c2ccc([N+](=O)[O-])cc2)cc1,0.2,1343,0.34,-0.28,-0.065,0.43,i,8,6,721,x,x,x,x,-0.3,1309,i,0.6,x
Cc1cc(C)nc(NC(=NCCc2c[nH]c3ccccc23)NC(=O)c2ccco2)n1,x,x,0.71,-0.2,0.32,-0.26,i,38,x,x,1.2,4.1,1.1,27,-3.4,1016,i,0.6,14%
CCN(CC)C(=O)CSc1nc2sc3c(c2c(=O)n1-c1ccc(C)cc1)CC(C)(C)SC3,0.03,966,1.3,0.1,1.1,0.22,i,10,-53,675,1.1,2.4,1.2,8.6,x,x,i,1.4,1%
Cc1cc(C)nc(Sc2nc(Nc3ccccc3)nc(Sc3nc(C)cc(C)n3)n2)n1,1.3,1464,-0.64,-0.31,-0.46,0.23,i,28,-2,600,1.3,2.7,4.3,6.4,0.3,1093,i,0.7,10%
CCN(CC)S(=O)(=O)c1ccc(NS(=O)(=O)c2cccs2)cc1,x,x,-0.17,-0.19,-0.048,0.33,i,44,-8,657,1.1,2.4,2.0,7.8,6.4,536,x,x,-9%
COc1ccc(CCN(C)C(=O)CNC(=O)c2ccccc2F)cc1OC,-0.8,1306,-0.086,-0.23,0.0025,0.64,i,56,8,767,1,3.0,1.4,2.3,-0.1,1115,i,0.2,-2%
O=C(c1ccccc1)N1CCN2C(=O)c3ccccc3C12c1ccc(Cl)cc1 (stereo not drawn),-1.1,888,-0.64,-0.015,-0.04,-0.024,i,52,7,801,1.1,2.2,2.2,2.5,1.4,1103,i,0.7,7%
CSc1nc2c(cnn2-c2ccccc2)c(=O)n1N,0.13,1560,-0.037,-0.31,-0.16,0.18,i,51,23,689,1,3.3,1.6,6.9,-2.8,1086,i,0.1,-3%
O=C1C2C3c4ccccc4C(c4ccccc43)[C@@H]2C(=O)N1c1cccnc1 (stereo partly drawn),0.34,1456,-1.3,-0.21,-0.92,0.32,i,4,9,659,1.1,5.0,3.2,7.2,0.9,1040,i,0.3,17%
COc1cc(CC(=O)OCC(=O)Nc2ccc(Cl)c(S(=O)(=O)N(C)C)c2)cc(OC)c1OC,0.01,1122,-0.99,-0.24,-0.58,0.74,i,41,3,723,x,x,x,x,-1.1,1328,i,0.2,x
CCN1CCN(c2ncnc3c2cnn3-c2ccc(Cl)cc2)CC1,-0.55,603,0.63,-0.8,0.79,-0.72,i,36,7,649,x,x,x,x,5.0,952,i,0.9,x
O=C(Nc1ccsc1C(=O)NC1CCCCC1)c1ccccc1,-0.5,1864,1.4,-0.21,0.37,-0.3,i,47,5,677,1,3.3,2.2,3.5,-0.9,1061,i,0.3,4%
O=C1N=C(N2CCCCC2)S/C1=C\c1cn[nH]c1-c1ccccc1,-0.16,1242,0.26,-0.17,0.31,-0.091,i,33,0,643,0.8,2.9,2.1,5.5,-1.5,987,i,0.2,-5%
O=[N+]([O-])c1ccc(N=Cc2sc3ccccc3c2O)cc1,2,1188,-0.43,0.0002,0.0015,0.45,i,33,-3,650,0.9,3.1,1.8,2.7,-1.3,1013,i,1.0,-9%
Cn1c(SCC(=O)OCC(=O)c2ccccc2)nnc1-c1cccs1,0.17,1196,0.16,-0.16,0.18,0.3,i,50,2,677,1.1,4.1,1.9,2.2,x,x,i,0.8,4%
CCOC(=O)C(O)(CCC(O)(C(=O)OCC)C(=O)OCC)C(=O)OCC,0.15,963,0.17,-0.023,0.061,-0.27,i,17,x,x,1.2,2.3,1.8,4.8,-0.4,1121,i,7.3,4%
O=C(NC(=S)NCCCN1CCOCC1)c1ccco1,0.23,1173,1.3,-0.21,0.25,-0.47,i,58,8,670,1.2,2.9,1.7,4.4,-1.9,1007,i,0.7,-10%
CC(=O)c1sc(NS(=O)(=O)c2ccc(C)cc2)nc1C,x,x,0.016,-0.2,0.16,0.38,i,42,-6,709,1.1,3.6,1.9,2.4,3.3,529,i,0.3,-14%
Cc1ccn2cc(CCNS(=O)(=O)c3ccc(F)c(C(F)(F)F)c3)nc2c1,0.06,2174,0.29,-0.072,0.36,-0.81,i,20,-1,674,1.1,6.7,2.5,3.4,-1.4,1122,i,2.0,11%
